PfHsp90 set2 = growth inhibition of PfHsp90-expressing yeast, primary screen, antimalarial PfHsp90 inhibitor project, S. cerevisiae, BacTiter-Glo luminescence, single point, set 2. BacTiter-Glo ATP, 48 h; yeast lacking PDR1 and PDR3 efflux regulators. inhibition, % at 9.4 µM. actives 0.32% (n = 310,000). AID 504621, 2011;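 active = every replicate shows inhibition above about 80%, whatever the replicate mean, limit read from the data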;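 note: 0% = DMSO neutral controls and 100% = 20 µM radicicol positive controls; yeast relying on Plasmodium falciparum Hsp90 in place of its own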
MOR-DOR inv ag = inverse agonists of MOR-DOR heterodimerization, primary screen, cell-based, luminescence | Mu-type opioid receptor (Homo sapiens) + Delta-type opioid receptor (Homo sapiens), … | cell-based MOR-DOR heterodimer luminescence, inverse agonism | inhibition, % at 9.3 µM | actives 0.21% (n = 340,000) | AID 504357, 2011; in the data active = inhibition above about 22%, passing the limit was not always enough;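 note: 0% = cells with DMSO and 100% = wells without cells with DMSO; values of inactives mirror those of a sister screen read the other way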
MOR-DOR ag = agonists of OPRM1-OPRD1 heterodimerization, primary screen, cell-based, luminescence; activation, % at 9.3 µM; actives 0.3% (n = 340,000); Mu-type opioid receptor (Homo sapiens) + Delta-type opioid receptor (Homo sapiens), …; cells; in the data active = activation above about 18%;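 note: 0% = vehicle-treated cells and 100% = reference agonist; values of inactives mirror those of a sister screen read the other way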
HTR5A inv ctr = HTR5A inverse agonists in luminescence cell assay, primary screen, counter-screen for OPRM1-OPRD1 heterodimer inverse agonist project, full-deck HTS; AID 504634, 2011; 5-hydroxytryptamine receptor 5A (Homo sapiens), P47898; inhibition, % at 9.3 µM; HTR5A cell line, inverse agonism; actives 0.083% (n = 340,000); in the data active = inhibition mostly above about 23%, no sharp cut-off; inactive = mostly below about 18%;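 note: 0% = cells with DMSO and 100% = no-cell wells with DMSO; some compounds called inactive have numbers as strong as hits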
Target sequence (P47898 whole entry, looked up): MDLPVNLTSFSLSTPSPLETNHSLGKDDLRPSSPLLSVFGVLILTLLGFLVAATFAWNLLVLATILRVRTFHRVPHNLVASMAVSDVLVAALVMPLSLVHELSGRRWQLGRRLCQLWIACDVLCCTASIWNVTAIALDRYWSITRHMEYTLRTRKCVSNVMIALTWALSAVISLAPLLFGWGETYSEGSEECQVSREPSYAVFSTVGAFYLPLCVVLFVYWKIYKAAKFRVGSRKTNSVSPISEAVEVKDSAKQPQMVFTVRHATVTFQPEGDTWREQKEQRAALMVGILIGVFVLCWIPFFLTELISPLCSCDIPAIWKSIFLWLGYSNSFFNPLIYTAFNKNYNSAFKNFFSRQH
AddAB inh = growth inhibition of E. coli expressing H. pylori AddAB, primary screen, AddAB inhibitor project, absorbance | actives 0.29% (n = 330,000) | inhibition, % at 11.9 µM; in the data active = inhibition above about 12%;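 note: 0% = vehicle wells of infected cells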
phage Ecoli inh = growth loss of phage-infected E. coli, primary screen, RecBCD inhibitor project, absorbance, with phage, HTS; inhibition, % at 11.9 µM; actives 0.26% (n = 360,000); in the data active = inhibition above about 11%
Mot1-301 SUMO = yeast Mot1-301 growth rescue at high temperature, primary screen, SUMOylation pathway inhibitor project, S. cerevisiae, ATP luminescence, 38.5C. actives 1% (n = 320,000). growth rescue, % at 18.8 µM. AID 2716, 2010. S. cerevisiae Mot1-301 growth rescue; percent above DMSO median, 100 means doubled;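 active = every valid replicate shows activation above 250% relative to neutral control wells; inactive = the rest, any valid replicate at or below 250%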;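 note: OY570 slx delta 5 strain wells were the positive control but not used for scaling; some compounds called inactive have numbers as strong as hits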
PKA-R1A activ = activators of PKA-R1A holoenzyme, primary screen, biochemical, fluorescence polarization, Cy5-IP20, bovine R1A, mouse PKAc. actives 0.083% (n = 340,000). AID 504707, 2011. PKA-R1A dissociation; scaled: DMSO 0%, 113 µM cGMP 100%. activation, % at 11.4 µM;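 active = percent activation above the mean of all tested compounds plus 3 SD, cut at about 19% in these data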;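 note: higher means more PKAc released from R1A so a rise in polarization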
Ecoli viability = E. coli V3065 growth inhibition, primary screen, counter-screen for AddAB inhibitor project, absorbance, OD600 | 18 h | inhibition, % at 11.9 µM | actives 0.27% (n = 330,000);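 active = inhibition above the campaign's mean inhibition across all tested compounds plus 3 SD, cut at about 9.9% in these data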;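 note: uninfected addAB+ strain grown without phage in ampicillin broth; 0% = DMSO wells and 100% = ciprofloxacin 0.95 µg/ml wells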
Tat export inh = E. coli Tat export inhibitors, primary screen, MC4100, TorA-mCherry reporter, fluorescence, single point | actives 0.036% (n = 340,000) | AID 488895, 2010 | inhibition, % at 10 µM;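 active = mean replicate inhibition at least 50% and at least half of replicates individually reaching 50%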;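 note: exported cargo escapes ClpAP degradation while cytoplasmic cargo is degraded and loses fluorescence; 0% = median of neutral control wells and 100% = median of NaSCN control wells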
PKA-R2B act = activators of PKA-R2B holoenzyme, primary screen, biochemical, fluorescence polarization, Cy5-IP20, human; cAMP-dependent protein kinase catalytic subunit beta (Homo sapiens) + cAMP-dependent …; PKA-R2B holoenzyme dissociation; R2B truncated from residue 108, S112A mutant; 0% DMSO only, 100% 113 µM cGMP; activation, % at 11.4 µM; actives 0.079% (n = 340,000);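 active = activation above a cutoff set at the mean over all compounds plus 3 SD, cut at about 18% in these data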;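 note: higher means more holoenzyme dissociation and a rise in polarization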
Target sequence (P31323 whole entry, looked up, other chains not shown, the tested form may be a part): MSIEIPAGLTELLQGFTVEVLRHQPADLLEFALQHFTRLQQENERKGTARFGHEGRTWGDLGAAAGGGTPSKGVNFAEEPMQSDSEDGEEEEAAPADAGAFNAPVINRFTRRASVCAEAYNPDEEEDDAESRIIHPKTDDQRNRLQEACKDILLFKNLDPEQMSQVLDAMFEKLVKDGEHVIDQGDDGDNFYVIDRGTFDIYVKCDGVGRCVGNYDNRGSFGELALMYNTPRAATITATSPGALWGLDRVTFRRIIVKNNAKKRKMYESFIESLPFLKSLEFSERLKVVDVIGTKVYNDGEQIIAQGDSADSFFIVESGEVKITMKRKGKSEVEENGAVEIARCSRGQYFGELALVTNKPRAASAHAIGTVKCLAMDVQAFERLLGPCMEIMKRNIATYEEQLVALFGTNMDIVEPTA
Numbers without * were called inactive; / = no result given; & = joins results of further samples. Compounds were not picked by outcome (roughly 2.2% active in at least one column).

SMILES	PfHsp90 set2	MOR-DOR inv ag	MOR-DOR ag	HTR5A inv ctr	AddAB inh	phage Ecoli inh	Mot1-301 SUMO	PKA-R1A activ	Ecoli viability	Tat export inh	PKA-R2B act
S=C(NCc1ccc(Cl)cc1)N1CCN(c2ccccn2)CC1	2	1	-0.1	-9	0.6	3.8	-26	-4	2.0	-5	0
CCN1CCN(C(=O)c2cc3c(OC)c(OC)c(OC)cc3[nH]2)CC1	25	16	-3.5	-18	4.3	1.3	318	-3	0.8	-3	-4
CCOC(=O)C1CCN(S(=O)(=O)c2cn(C)c(=O)n(C)c2=O)CC1	-11	14	-2.5	6	-3.8	-0.5	0	4	-0.3	2	1
Cc1ccc(NC(=O)COC(=O)CCc2c(C)nc3ncnn3c2C)cc1C	17	20	-3.9	8	-0.7	0.9	-3	-3	-1.1	0	-2
O=C1CN(C(=O)c2ccc(Cl)c([N+](=O)[O-])c2)c2ccccc2N1	-6	-9	1.8	9	/	-1.2	16	-6	/	2	0
CSc1ncc(Cl)c(C(=O)Nc2cccc(C)c2)n1	-61	4	-0.6	-10	1.8	2.3	-5	-9	0.3	1	-1
Cc1ccc(S(=O)(=O)NC2=NCCCCC2)cc1	-41	3	-0.5	2	0.0	4.0	2	-6	-1.3	-5	5
COc1ccc(OC(=O)CCCN2C(=O)c3ccccc3C2=O)cc1	5	9	-1.8	-15	3.8	0.5	29	-3	1.3	-6	-13
COc1cc(CNC(C)(C)CO)cc(Br)c1OCc1ccccc1	1	-5	1.1	-1	3.1	5.4	-7	12	2.2	-3	5
Cc1onc(-c2ccccc2)c1C(=O)OCC(=O)Nc1ccc2c(c1)OCO2	15	3	-0.5	11	0.9	4.6	-1	0	-1.6	29	-17
CN(CCOC(=O)/C=C/c1ccccc1)C(C)(C)C	-12	15	-2.8	6	0.3	3.6	-3	10	-3.4	1	-3
O=C(COc1ccc(Cl)cc1Cl)NCCCN1CCOCC1	9	-2	0.3	-22	0.5	-1.1	93	-11	1.1	-3	3
C=CCOc1nc2c(c(=O)n(C)c(=O)n2C)n1Cc1ccccc1	-6	-10	1.9	-6	1.3	0.8	2	-16	0.7	4	3
CN(C)/C=C(\C=O)c1ncc(C(F)(F)F)cc1Cl	19	1	-0.3	-2	0.2	3.5	905*	-1	2.9	-7	0
Cc1ccc(S(=O)(=O)SC/C=C/CSS(=O)(=O)c2ccc(C)cc2)cc1	-4	15	-3.0	-2	/	3.9	/	8	/	-4	-12
O=C1NC(c2ccc(F)cc2)Oc2ccccc21 (stereo not given)	-18	0	0.1	9	0.0	1.3	6	1	1.5	-4	-3
CCN(CC)CCOCCOc1cc(C)c(Cl)c(C)c1	12	4	-0.7	5	-2.3	2.8	7	-8	-2.7	-11	-2
CC1Cn2c(nnc2-c2cccc(N)c2)S1 (stereo not given)	8	13	-2.7	0	2.9	2.9	29	2	1.0	-2	1
COC(C)c1oc2c(C)c3oc(=O)cc(C)c3cc2c1C (stereo not given)	10	9	-1.8	-15	0.4	2.4	17	-13	-1.3	-4	2
Cn1c(SCC(=O)Nc2nnc(-c3ccccc3)o2)nnc1C1CC1	-7	13	-3.3	-14	2.5	4.3	545*	19*	3.0	-5	2
O=c1c2ccccc2nc2n1CCC2O (stereo not given)	16	10	-1.9	-5	2.5	1.0	1	4	-2.2	3	6
CCC1Oc2ccc(C)cc2N(CC(=O)NCc2cccc(OC)c2)C1=O (stereo not given)	/	10	-2.0	-3	-2.1	1.2	6	1	1.0	-1	12
Cc1nc(C)c(CCNC(=O)c2cccc(Cl)c2)s1	-7	7	-1.3	0	4.5	3.4	-13	-2	-0.7	0	2
CC(Oc1ccc(Cl)cc1)C(=O)N1CCCc2ccccc21 (stereo not given)	27	5	-0.9	-11	0.2	0.2	5	7	0.8	-1	-1
COc1cc(/C=C/C(=O)OCC(=O)Nc2ccc3c(c2)OCO3)ccc1O	1	3	-0.6	-24	1.3	-0.1	4	0	1.0	-2	-11

Other structures.
SMILES	PfHsp90 set2	MOR-DOR inv ag	MOR-DOR ag	HTR5A inv ctr	AddAB inh	phage Ecoli inh	Mot1-301 SUMO	PKA-R1A activ	Ecoli viability	Tat export inh	PKA-R2B act
COCCCn1cn[nH]c1=S	-9	14	-2.9	-21	3.4	3.8	-4	-5	1.8	0	-4
CCOC(=O)C(CC)n1cnc2sc3c(c2c1=O)CCC3 (stereo not given)	9	3	-0.6	8	0.8	0.5	-5	-4	-0.1	0	12
O=C(Nc1cccc2nsnc12)c1cccs1	-24	-2&2	0.4&-0.4	-2&10	-0.7&3.8	4.2&4.7	57&-3	-3&0	-2.4&-0.6	0&-2	-2&-9
N#CCCN=C(NS(=O)(=O)c1ccccc1)c1ccccc1	24	1	-0.2	22*	3.2	0.4	1	2	0.2	1	1
COc1ccc2nc(NC(=O)C3CCN(S(=O)(=O)c4cccnc4)CC3)sc2c1	-11	8	-1.4	-28	-1.4	2.1	-2	-22	-1.3	-2	-10
O=C1NC[C@H](c2ccccc2)N(CC2CCCCC2)C1=O	-8	7	-1.1	6	1.0	1.1	-12	6	-3.1	-42	7
O=C(CSc1nnc(-c2ccc(Cl)cc2)n1CC1CCCO1)NC1CCS(=O)(=O)C1 (stereo not given)	2	6	-1.3	20	-1.9	4.1	-2	-4	-2.0	-4	-18
Cc1ccnc(NS(=O)(=O)c2ccc(NC(=O)c3ccc(Cl)cc3[N+](=O)[O-])cc2)n1	6	18	-3.8	-7	/	5.3	4	-7	/	0	-14
COc1cccc(-n2c(SCC(=O)N3c4ccccc4CC3C)nnc2-c2ccco2)c1 (stereo not given)	3	-7	1.3	8	3.5	0.2	-1	-10	2.8	2	-9
CC(=O)Nc1ccc(NC(=O)CSc2nnc(C)n2-c2ccccc2)cc1	-3	6	-1.3	6	1.9	0.9	-21	-3	-2.9	-7	-7
CCOc1cc(/C=C2/SC(=S)N(CC(=O)O)C2=O)ccc1OC(=O)c1cccs1	0	11	-2.1	16	1.8	2.0	2	-2	-0.2	6	0
CN1CCN(C(=O)CCS(=O)(=O)c2cc3c(cc2Cl)NC(=O)CO3)CC1	13	9	-1.8	3	6.2	1.2	0	-7	2.3	-5	-10
CC1CC(C)CN(c2ccc([N+](=O)[O-])cc2-c2nn[nH]n2)C1 (stereo not given)	9	24	-4.5	8	1.0	3.0	-3	3	0.2	-9	1
CC(C)c1ccc(N2C(=O)CC(NNC(=O)c3cccnc3)C2=O)cc1 (stereo not given)	15	10	-2.0	-22	0.5	1.4	2	-10	0.2	1	-5
O=C(NC1CCN(S(=O)(=O)c2ccc(F)cc2)CC1)c1cccnc1	-18	12	-2.2	-22	3.4	2.6	17	-1	-0.5	-1	-1
COc1ccc(NC(=O)Nc2ccc(Br)cn2)cc1	-10	-36	5.0	12	1.1	2.3	14	-7	2.0	2	-2
CC(=O)Oc1ccc2ccccc2c1C(NC(=O)C(C)C)c1cccc([N+](=O)[O-])c1 (stereo not given)	-5	20	-3.4	23	0.7	0.8	-16	5	0.2	3	-1
O=C1CN(C(=O)c2cc3ccccc3oc2=O)C(c2ccc(F)cc2)c2cc(F)ccc2N1 (stereo not given)	17	4	-0.8	-44	3.1	0.1	-18	-6	-1.0	2	-8
C=CCn1c(SCC(=O)NCC2CCCO2)nnc1C1CCCCC1 (stereo not given)	/	15	-2.5	28	1.1	2.3	0	3	-0.1	-9	1
COc1cc(C(=O)N2CCN(C(=O)c3cc(-c4ccc(Br)cc4)n[nH]3)CC2)cc(OC)c1OC	13	7	-1.3	-8	4.5	3.8	1	-5	-1.4	6	-3
CC(=O)Nc1ccc(OC(=O)COc2ccc(Br)cc2)cc1	-8	-8	1.1	-16	1.9	3.7	-8	7	0.3	-10	-10
Cn1nc(C(=O)N2CCOCC2)c([N+](=O)[O-])c1C(=O)N1CCOCC1	25	-1	0.1	6	5.5	1.7	16	2	0.3	2	1
O=C(COc1nncc2ccccc12)NCCC1=CCCCC1	66	9	-1.7	3	0.6	3.0	-12	0	-0.9	-2	0
COc1ccc(Cn2cc3c(-c4ccc(F)cc4)nnc-3c3cc(OC)c(OC)cc32)cc1	-14	-5	0.8	16	1.0	1.9	-9	-9	0.4	-6	-9
COC(=O)/C=C/c1cnc2ccccc2c1	-13	10	-1.9	-5	-0.2	4.1	12	7	1.5	3	-7

Entries of single compounds as entered above. Values in the order: PfHsp90 set2	MOR-DOR inv ag	MOR-DOR ag	HTR5A inv ctr	AddAB inh	phage Ecoli inh	Mot1-301 SUMO	PKA-R1A activ	Ecoli viability	Tat export inh	PKA-R2B act
`CCN(CC)CCOCCOc1cc(C)c(Cl)c(C)c1` is listed with 12	4	-0.7	5	-2.3	2.8	7	-8	-2.7	-11	-2
`O=C(COc1ccc(Cl)cc1Cl)NCCCN1CCOCC1` is listed with 9	-2	0.3	-22	0.5	-1.1	93	-11	1.1	-3	3
`COC(=O)/C=C/c1cnc2ccccc2c1` is listed with -13	10	-1.9	-5	-0.2	4.1	12	7	1.5	3	-7

(more compounds)
SMILES	PfHsp90 set2	MOR-DOR inv ag	MOR-DOR ag	HTR5A inv ctr	AddAB inh	phage Ecoli inh	Mot1-301 SUMO	PKA-R1A activ	Ecoli viability	Tat export inh	PKA-R2B act
Cc1ccc(C(c2sc3ncnn3c2O)N2CCC(C)CC2)cc1 (stereo not given)	-25	-8	1.3	4	-2.2	1.2	1	-6	1.5	2	-6
Cc1csc(NC(=O)COc2ccc3c(c2)CCC3)n1	9	-1	0.3	-28	1.1	2.0	9	-6	0.2	-6	7
CCC(=O)Nc1nc2c(OC)ccc(C)c2s1	27	5	-0.9	15	-1.9	1.7	-6	-5	0.8	5	7
COC(=O)c1cn(NC(=O)c2ccc(OC)c(OC)c2)c(=O)c2ccccc12	/	5	-0.9	0	2.8	3.2	-15	1	-1.7	3	-6
CCC(C)(C)C1CCc2c(sc(NC(=O)c3cccs3)c2C(N)=O)C1 (stereo not given)	-8	6	-0.9	-12	1.9	1.6	/	5	3.6	2	4
CCOn1c(=O)c(=O)n(OCc2ccccc2)c2ccccc21	-13	3	-0.8	-4	-0.2	0.4	-6	-7	-0.2	-2	-5
COC(=O)c1ccc(CSc2nc(C)nc3sc(C)c(C)c23)o1	20	2	-0.3	-27	1.4	-0.6	-9	0	0.4	-1	-8
CC1=C(C(=O)OC(C)C)C(c2cccs2)N2C(=O)CCSC2=N1 (stereo not given)	10	-3	0.5	-4	0.8	2.1	0	-6	-2.4	-5	7
Cn1c(O)c(N=NC(=O)Cn2ccc(C(F)(F)F)n2)c2ccccc21	-29	3	-0.6	7	1.3	0.6	-4	8	-0.8	-16	-18
